Screening data from PubChem.
LDHA inh: LDHA (human) enzyme inhibition; actives 0.15% (n = 480,000); P00338; purified LDHA, NADH/diaphorase-resazurin fluorescence; active compounds read low; AID 1347041; activity change, % (values are at about 110 or 230 µM); in the data active means activity change below about -30%; inconclusive means mostly about -25% to -30%;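 further: plate controls were DMSO wells for no effect and wells without enzyme for full effect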
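Human LDH5 at 2 nM final in Tris HCl pH 7.4 with 0.06 mM NADH and 0.2 mM pyruvate, reacted 5 minutes at room temperature. Remaining NADH coupled via diaphorase/resazurin; resorufin fluorescence read at 0 and 20 minutes, normalized to enzyme-free and DMSO wells.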
BLM helicase inh: inhibitors of human Bloom syndrome helicase BLM. P54132. recombinant BLM DNA unwinding, fluorescence dequenching. Potency, µM (top dose mostly 56.1 µM), for the others: at the highest dose activity change, negative = inhibition, most hits filed as inhibitors. actives 0.2% (n = 350,000);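 further: potency means the concentration at half of the fitted maximal effect; plate controls were vehicle for no effect and no enzyme for full effect; nearly all actives have a fitted effect of over 35% in size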
Glioma ERSR ind: ER stress response induction in glioma | U87-MG GRP78 promoter luciferase reporter, 16 h | actives 0.02% (n = 420,000) | Potency, µM, inactives show at the top dose activation, hits mostly activators; further: potency means the concentration at half of the fitted maximal effect; series mostly up to about 76 µM; % of control where 0% means no effect; nearly all actives have a fitted effect of over 35% in size
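Stably transfected U87-MG human glioma cells carrying a GRP78-based luminescent sensor were seeded at 1000 cells/well, pin-dosed with compounds and incubated 16 h. Luciferase reagent was then added, and end-point luminescence was read after 10 min at room temperature.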
Pol eta inh: inhibitors of human DNA polymerase eta; Q9Y253; recombinant Pol eta, fluorescent DNA replication assay; Potency, µM (doses to about 114 µM), inactives show at the top dose activity change, negative = inhibition, usual class: inhibitors; actives 1.2% (n = 390,000); AID 588591; further: potency means the concentration at half of the fitted maximal effect; on the % scale 0 is the no-effect control and ±100 the full control effect
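Pol eta at 10 nM preincubated with compounds 15 min at room temperature; reaction started with fluorescent substrate (50 nM final) and read kinetically at 0 and 10 min.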
POLK inh: DNA polymerase kappa (human) inhibition. Q9UBT6. purified Pol kappa, fluorescent DNA synthesis assay, 10 min. Potency, µM (doses to about 107 µM), inactives show at the top dose activity, negative = inhibition, actives largely listed as inhibitors. actives 0.53% (n = 400,000); further: potency means the concentration at half of the fitted maximal effect; on the % scale 0 is the no-effect control and ±100 the full control effect
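50 nM final substrate added after 15 min RT preincubation of 10 nM Pol kappa with compound; fluorescence read at 0 and 10 min.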
APEX1 inh: APE1 (human) endonuclease inhibition; recombinant APE1, TAMRA/BHQ-2 abasic DNA cleavage fluorescence; P27695; AID 2517; actives 0.35% (n = 350,000); Potency, µM (series often up to 65.8 µM), for the others: top-dose activity change, negative = inhibition, most hits filed as inhibitors;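 further: potency means the concentration at half of the fitted maximal effect; plate controls were vehicle for no effect and reference inhibitor for full effect; nearly all actives have a fitted effect of over 55% in size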
Target sequence (P27695 whole entry, looked up): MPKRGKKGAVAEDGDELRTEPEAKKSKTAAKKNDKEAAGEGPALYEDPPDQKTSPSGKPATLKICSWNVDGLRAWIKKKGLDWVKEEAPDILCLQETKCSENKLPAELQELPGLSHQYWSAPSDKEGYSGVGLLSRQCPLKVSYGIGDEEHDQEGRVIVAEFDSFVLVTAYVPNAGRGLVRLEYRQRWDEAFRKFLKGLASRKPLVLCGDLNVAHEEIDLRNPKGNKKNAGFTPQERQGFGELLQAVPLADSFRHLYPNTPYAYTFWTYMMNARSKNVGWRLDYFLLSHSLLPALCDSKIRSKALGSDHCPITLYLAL
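Endonuclease cleavage of a quenched abasic-site DNA duplex (50 nM) by APE1 (0.75 nM) was tracked by TAMRA dequenching. Compounds were preincubated with enzyme 15 min at room temperature; data normalized to buffer-only and DMSO wells plus NSC13755 control.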
Pol beta inh: inhibitors of human DNA polymerase beta. Potency, µM (series often up to 114 µM), inactives show at the highest dose activity change, negative = inhibition, most hits filed as inhibitors. P06746. actives 1.3% (n = 340,000). Pol beta primer extension/strand displacement, fluorescence kinetic; further: potency means the concentration at half of the fitted maximal effect; on the % scale 0 is the no-effect control and ±100 the full control effect
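Preincubation: enzyme (10 nM) with compound, 15 min, RT. Reaction: substrate added to 50 nM final. Reads: 0 and 10 min. Analysis: normalized, Hill fit.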
Anesthetic bind: binds horse apoferritin like a general anesthetic; P02791; actives 0.074% (n = 350,000); Potency, µM (series often up to 77.5 µM), without a hit: at the top dose activity change, negative = displacement, usual class: inhibitors; apoferritin/1-aminoanthracene competitive binding, fluorescence; further: potency means the concentration at half of the fitted maximal effect; on the % scale 0 is the no-effect control and ±100 the full control effect; nearly all actives have a fitted effect of over 20% in size
Target sequence (P02791 2-175 limits assumed): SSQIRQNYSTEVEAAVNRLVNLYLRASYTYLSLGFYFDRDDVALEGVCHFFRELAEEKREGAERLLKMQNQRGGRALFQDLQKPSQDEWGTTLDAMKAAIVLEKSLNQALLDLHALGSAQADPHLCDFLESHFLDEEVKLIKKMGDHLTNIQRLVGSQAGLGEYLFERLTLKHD
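10 uM apoferritin + 50% sat. 1-AMA, PBS; cpd 10 min RT; Ex380/Em535 endpoint; normalized to free probe vs complex; 4-param Hill fit; propofol titration as pos. ctrl.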
POLI inh: blocks human DNA polymerase iota activity; Q9UNA4; Pol iota fluorescent replication assay, 10 min; Potency, µM (highest dose often 115 µM), for the others: at the top dose activity, negative = inhibition, hits mostly inhibitors; actives 1% (n = 390,000); further: potency means the concentration at half of the fitted maximal effect
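Fluorescent replication assay read twice, at 0 min and 10 min after adding 50 nM (final) substrate. Enzyme (10 nM) and compounds were first incubated 15 min at room temperature; enzyme-free buffer wells were negative controls.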
* hit, by the source's call; ? = inconclusive; / = not tested or not shown; & = joins results of further samples; [ ] = another dose, or the depositor's remark. Unless noted, the call rests on the fitted dose curve; in most records, active means well fitted curve in the direction sought with a large enough effect; inconclusive means small, poorly fitted or top-dose-only effect, or another doubt; inactive means no such curve, though single readings can be large; an effect the other way counts as inactive or inconclusive. These rows are one share of the data; count on the stated rates, not on these rows.

SMILES	LDHA inh	BLM helicase inh	Glioma ERSR ind	Pol eta inh	POLK inh	APEX1 inh	Pol beta inh	Anesthetic bind	POLI inh
CCN1CCN(Cc2ccc(NC(=O)c3cc(NC(=O)c4cc5cccc(OC)c5o4)cc(OC)c3)cc2C(F)(F)F)CC1	-3&5	53%[activator]	-13%&-13%	-11%&-16%	12%	-6%	1%	?	31%
COc1ccc(NC(=O)CCCNC(=O)Cn2cnc3sc4c(c3c2=O)CCCC4)cc1OC	-6	-2%	2%	-6%	1%	11%	40%	-12%	147%[activator]
Cc1cc(C)cc(NS(=O)(=O)Cc2ccccc2)c1	-4	-4%	-4%	-8%	-15%	28%	-20%	?	151%[activator]
Cc1cccc(C(=O)NNC(=O)c2cccc(C)c2)c1	-8	-8%	4%	-11%	-3%	4%	0%	-4%	20%
COc1ccc(Cl)cc1NC(=O)CCN1CCN(C)CC1	2	2%	-5%	-8%	-9%	-3%	1%	-7%	-16%
Nc1nc(-c2ccccc2)nn1C(=O)c1ccco1	-3	-2%	7%	-11%	-6%	2%	-16%	-4%	65%[activator]
CN(C)CCCNC(=O)C(=O)NCC(c1ccc2c(c1)OCO2)N1CCOCC1 (centres undefined)	4	-1%	0%	-15%	-3%[60.1 µM]	/	6%	-1%	27%
FC(F)(F)c1cccc(-c2ccc(/C=N/Nc3nncc(-c4ccccc4)n3)o2)c1	-7	2%	-3%	-14%	-12%	-1%	-10%	-4%	3%
Cc1ccc(N(CC(=O)NC2CCCC2)C(=O)CNC(=O)c2cccs2)cc1F	-14	0%	0%	10%	6%	6%[12.4 µM]	4%	-9%	25%
CCC(=O)N1CC23C=CC(CC2CC12CCCCC2)O3 (centres undefined)	-13	-1%	2%	9%	-4%	-1%	7%	-15%	0%
O=C(CN(c1ccccc1)S(=O)(=O)c1ccccc1)NCCSc1ccccn1	-2	-5%	-1%	-13%	-1%	15%	-2%	-3%	73%[activator]
CCC(=O)N1N=C(c2ccc(NS(=O)(=O)CC)cc2)CC1c1ccc(C)cc1 (centres undefined)	1	-7%	6%	-4%	0%	-4%	3%	-20%	3%
CCOC(=O)c1cnc2ccc(C)cc2c1NCCO	-4	25%	-5%	-11%	-1%	-2%	10%	1%	9%
CCC(C)(C)NC(=O)c1ccc(S(=O)(=O)N(C)c2ccccc2OC)cc1	-6	0%	-2%	-14%	-18%	1%	-2%	-13%	-1%
Nc1c(C(=O)NCCN2CCOCC2)c2nc3ccccc3nc2n1CCc1ccccc1	3	-5%	-5%	-13%	-9%	-6%	0%	366%[activator]	16%
CC(C)c1nc2oc3c(=O)[nH]cnc3c2c2c1CCC2	0	2%	-4%	-5%	-12%	-3%	1%	-7%	1%
O=C(c1cc(-c2ccncc2)nc2ccc(Cl)cc12)N1CCN(Cc2ccc3c(c2)OCO3)CC1	-4	-7%	-1%	-2%	-5%	-1%	?	-5%	27%
O=C(CSc1nc2c(c(=O)[nH]1)CCCC2)Nc1ccccc1C(F)(F)F	-8	-2%	/	/	-9%	/	-1%	-6%	5%
CCCN1C(=O)c2[nH]nc(-c3ccccc3O)c2C1c1ccc(OCc2ccccc2)c(OC)c1 (centres undefined)	1	-11%	0%	-21%	-11%	/	-18%	-19%	15%
Cc1ccc([N+](=O)[O-])c(OCC(=O)OCC(=O)c2ccccc2)c1	-4	2%	-3%	-6%	1%	3%	26%	-13%	121%[activator]

Reprinted from the part before: 3 compounds, followed by the next part.
SMILES	LDHA inh	BLM helicase inh	Glioma ERSR ind	Pol eta inh	POLK inh	APEX1 inh	Pol beta inh	Anesthetic bind	POLI inh
O=C(CSc1nc2c(c(=O)[nH]1)CCCC2)Nc1ccccc1C(F)(F)F	-8	-2%	/	/	-9%	/	-1%	-6%	5%
CCCN1C(=O)c2[nH]nc(-c3ccccc3O)c2C1c1ccc(OCc2ccccc2)c(OC)c1 (centres undefined)	1	-11%	0%	-21%	-11%	/	-18%	-19%	15%
Cc1ccc([N+](=O)[O-])c(OCC(=O)OCC(=O)c2ccccc2)c1	-4	2%	-3%	-6%	1%	3%	26%	-13%	121%[activator]
NCC1CCC(C(=O)Oc2ccc(CCC(=O)O)cc2)CC1 (centres undefined)	-1	2%	-9%&-10%	-6%	2%	/	/	/	10%
COc1ccc(CC(=O)NCC(=O)N=Nc2c(O)[nH]c3ccccc23)cc1	-5	-6%	2%	-8%	10%	44%	17%	-4%	8%
Nc1c(C(=O)NCc2ccc3c(c2)OCO3)nnn1CC(=O)Nc1ccc(Br)cc1	-6&0	-7%&0%	-10%&-6%	-19%&-27%	-4%&-15%	-11%	-15%&-26%	?	8%&-7%
CCC(=O)c1ccc(OCC(=O)OCC(=O)NCC2CCCCC2)cc1	-4	/	1%	-22%	-17%	8%	/	/	14%
Cc1ccc2c(CN3CCCCC3CCO)cc(=O)oc2c1 (centres undefined)	-2	0%	-4%	-13%	-11%	7%	26%	7%	-17%
O=C(CC1C(=O)OCN1C(=O)OCc1ccccc1)OCC(=O)c1ccccc1 (centres undefined)	-1	-2%	-3%	?	-1%	5%	-45%	-20%	1%
Cc1ccc(NC(=O)Cn2cnc3sc(C(=O)NCc4ccco4)c(C)c3c2=O)cc1Cl	-4	-3%	-3%	-10%	1%	0%	-8%	?	-8%
COCc1c(C(=O)N2CCN(c3ccc(C(F)(F)F)cn3)CC2)oc2ccccc12	1	-9%	-3%	-6%	-6%	8%	-8%	-22%	11%
COc1ccccc1CNC(=O)CC12CC3CC(CC(Br)(C3)C1)C2	1	-9%	-3%	-8%	-1%	-11%	-7%	-22%	6%
COCCNC(=O)C(c1ccc(F)cc1)N(C(=O)CCC(=O)Nc1ccccn1)C1CCCCC1 (centres undefined)	0	-7%	0%	-12%	-8%	56%[activator]	-1%	2%	16%
COCCN1C(=O)N(c2ccccc2)C(=O)C1CC(=O)Nc1cc(OC)cc(OC)c1 (centres undefined)	0	-5%	-2%	9%	-10%	-7%	-1%	-16%	-19%
Cc1ccc(C)c(NC(=S)N=Nc2c(O)n(C)c3ccc(S(=O)(=O)N4CCOCC4)cc23)c1	1	4%	-4%	4%	4%	4%	1%	-10%	25%
CCCCNC(=O)Nc1ccc(Br)cn1	-1	2%	-3%	-16%	5%	-2%	-2%	?	0%
C=CCn1c(CCc2ccc(OC(C)C)cc2)n[nH]c1=S	-7	-3%	6%	-19%	3%	4%	-9%	1%	21%
CC(=O)c1ccc(S(=O)(=O)N2CCN(C(=O)c3ccc(N)c([N+](=O)[O-])c3)CC2)cc1	-1	/	-2%	?	5%	13%	/	/	4%
CC1=C(C(=O)OCCOC(C)C)C(c2cc3c(cc2Br)OCO3)CC(=O)N1 (centres undefined)	6	-1%	-4%	-3%	-6%	0%	-1%	?	20%
COC(=O)c1[nH]c2ccc(Cl)cc2c1NC(=O)C1CC1	-9	0%	-2%	-4%	-2%	-4%	33%	-8%	10%
CCOc1ccc(C2CC(=O)n3nc(-c4ccc(C)cc4)nc3S2)cc1OC (centres undefined)	-2	-2%	-1%	-5%	5%	/	-11%	-1%	?
COC(=O)c1ccc(NC(=O)Cn2nc(C)c3ccccc3c2=O)cc1	-3	-3%	-3%	-4%	5%	13%	5%	-8%	39%[activator]
O=C(Nc1ccc(S(=O)(=O)Nc2nccs2)cc1)c1ccc(S(=O)(=O)N2CCOCC2)cc1	-8	2%	-3%	-17%	-9%	-3%	7%	-5%	11%

3 compounds from above, sorted by their value in POLI inh, high to low:
smiles | POLI inh
CCC(=O)c1ccc(OCC(=O)OCC(=O)NCC2CCCCC2)cc1 | 14%
CC(=O)c1ccc(S(=O)(=O)N2CCN(C(=O)c3ccc(N)c([N+](=O)[O-])c3)CC2)cc1 | 4%
CCCCNC(=O)Nc1ccc(Br)cn1 | 0%

More entries.
SMILES	LDHA inh	BLM helicase inh	Glioma ERSR ind	Pol eta inh	POLK inh	APEX1 inh	Pol beta inh	Anesthetic bind	POLI inh
CSc1nncc(/C(C)=N/O)n1	-6	-3%	-2%	-19%	0%	17%	38%	-6%	40%[activator]
CCOC(=O)N1CCN(C(=O)CS(=O)(=O)c2cn(Cc3ccc(F)cc3)c3ccccc23)CC1	-6	0%	6%	-14%	-1%	0%	2%	-9%	16%
Cc1cccc(NC(=O)COC(=O)COc2ccc3c(c2)CCC3)c1	-9	/	-5%	2%	-10%	10%	/	/	8%
COc1cccc(N2CC(O)=C(c3ccccc3)C2=N)c1	-5	3%	-3%	-19%	-5%	-11%	5%	-6%	8%
C=C(C)C(=O)Nc1cccc(C2=NOC3(C2)C[C@@H](C(N)=O)N(C(=O)c2cc([N+](=O)[O-])cc([N+](=O)[O-])c2)C3)c1 (some centres undefined)	3	-2%	-3%	20µM*	?	7%	14µM*	6%	?
N=c1ccn(CC(=O)NC(N)=O)c2ccccc12	5	2%	-4%	-8%	1%	-2%	0%	4%	1%
Cc1cccc(Cn2cccc2/C=C2/C(=N)N3C=CSC3=NC2=O)c1	-9	-16%	-1%	?	-11%	0%	?	-13%	0%
Cc1cccc(CCNC(=O)CCNC(=O)Cn2ccc3ccccc3c2=O)c1	-3	-1%	-5%	-8%	5%	1%	5%	0%	30%[activator]
Cn1c(-c2ccc(F)cc2)cc2onc(-c3ccccc3Cl)c2c1=O	-2	/	2%	-13%	-14%	18%	/	/	8%
CCNC(=S)N1CCC(NC(=O)c2ccco2)CC1	-6	-4%	-6%	-6%	-13%	4%	0%	-6%	87%[activator]
O=C1Cc2cc(NS(=O)(=O)c3cc(F)ccc3F)cc3c2N1CCC3	0	/	-1%	-10%	-2%	-6%	/	/	-10%
Cc1ccccc1Oc1cccc(C(=O)/C(C#N)=C/N(C)C)c1	0	-6%	5%	-1%	0%	0%	14%	?	-4%
COc1ccc(-c2nnc(C3CCN(S(=O)(=O)c4ccc(C)c(C)c4)CC3)o2)cc1	-8	-8%	-4%	-11%	-13%	/	19%	2%	45%[activator]
CN(CC(=O)NCCc1ccc(F)cc1)Cc1ccc(Br)cc1	1	-7%	0%	-12%	5%	5%	22%	-10%	34%[activator]

Pol eta inh, entries above that show a hit.
canonical_smiles,BLM helicase inh,Pol eta inh,POLK inh,POLI inh
C=C(C)C(=O)Nc1cccc(C2=NOC3(C2)C[C@@H](C(N)=O)N(C(=O)c2cc([N+](=O)[O-])cc([N+](=O)[O-])c2)C3)c1 (some centres undefined),-2%,20µM*,?,?
